# Screening results (PubChem BioAssay)
# OPRM1-OPRD1 inv: mu-delta opioid heterodimer inverse agonism; P35372+P41143; cell-based MOR-DOR heterodimer luminescence; inhibition, % at 9.3 µM; 340,000 compounds, 0.21% hits; AID 504357; in the data active = inhibition above about 22%, passing the limit was not always enough;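 note: 0% = cells with DMSO and 100% = wells without cells with DMSO; values of inactives mirror those of a sister screen read the other way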
# Target sequence (P35372 whole entry, looked up): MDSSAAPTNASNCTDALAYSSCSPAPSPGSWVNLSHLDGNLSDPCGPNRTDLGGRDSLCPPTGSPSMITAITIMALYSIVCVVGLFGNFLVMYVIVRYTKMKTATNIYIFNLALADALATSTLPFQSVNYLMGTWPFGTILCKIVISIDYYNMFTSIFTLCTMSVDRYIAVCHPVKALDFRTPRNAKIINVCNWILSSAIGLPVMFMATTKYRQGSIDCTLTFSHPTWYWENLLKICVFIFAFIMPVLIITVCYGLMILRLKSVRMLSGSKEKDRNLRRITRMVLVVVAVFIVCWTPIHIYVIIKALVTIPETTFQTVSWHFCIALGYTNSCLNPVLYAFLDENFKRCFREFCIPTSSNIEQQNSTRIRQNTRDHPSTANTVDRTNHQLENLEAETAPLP
# Target sequence (P41143 whole entry, looked up): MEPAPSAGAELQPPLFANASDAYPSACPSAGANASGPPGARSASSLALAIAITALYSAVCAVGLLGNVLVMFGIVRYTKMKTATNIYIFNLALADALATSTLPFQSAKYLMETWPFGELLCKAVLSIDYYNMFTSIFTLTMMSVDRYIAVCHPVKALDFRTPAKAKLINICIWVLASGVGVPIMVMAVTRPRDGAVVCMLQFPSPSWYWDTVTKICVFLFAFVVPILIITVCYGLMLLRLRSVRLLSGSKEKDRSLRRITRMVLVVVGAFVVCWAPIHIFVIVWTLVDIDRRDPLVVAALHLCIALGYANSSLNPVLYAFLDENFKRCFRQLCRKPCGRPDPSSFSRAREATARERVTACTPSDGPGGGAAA
# Mot1-301 SUMO: blocks SUMOylation pathway, rescuing yeast Mot1-301 growth; S. cerevisiae Mot1-301 growth rescue, ATP luminescence, 38.5C; percent above DMSO median, 100 means doubled; growth rescue, % at 18.8 µM; 320,000 compounds, 1% hits;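 active = every valid replicate shows activation above 250% relative to neutral control wells; inactive = the rest, any valid replicate at or below 250%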;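 note: OY570 slx delta 5 strain wells were the positive control but not used for scaling; some compounds called inactive have numbers as strong as hits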
# PfHsp90 yeast 2: reduces growth (ATP signal) of yeast expressing P. falciparum Hsp90; S. cerevisiae expressing PfHsp90, BacTiter-Glo ATP, 48 h; yeast lacking PDR1 and PDR3 efflux regulators; inhibition, % at 9.4 µM; 310,000 compounds, 0.32% hits;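 active = every replicate shows inhibition above about 80%, whatever the replicate mean, limit read from the data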;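 note: 0% = DMSO neutral controls and 100% = 20 µM radicicol positive controls; yeast relying on Plasmodium falciparum Hsp90 in place of its own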
# MOR-DOR ag: agonists of human mu-delta opioid receptor heterodimerization | P35372+P41143 | cells, OPRM1-OPRD1 heterodimerization, luminescence | activation, % at 9.3 µM | 340,000 compounds, 0.3% hits | AID 504326; in the data active = activation above about 18%;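 note: 0% = vehicle-treated cells and 100% = reference agonist; values of inactives mirror those of a sister screen read the other way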
# E coli growth: bacterial growth inhibition, counter-screen for AddAB inhibitors. E. coli V3065 growth, OD600 absorbance, 18 h. inhibition, % at 11.9 µM. AID 449728. 330,000 compounds, 0.27% hits;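 active = inhibition above the campaign's mean inhibition across all tested compounds plus 3 SD, cut at about 9.9% in these data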;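 note: uninfected addAB+ strain grown without phage in ampicillin broth; 0% = DMSO wells and 100% = ciprofloxacin 0.95 µg/ml wells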
# AddAB inh: less growth of phage-infected E. coli with AddAB; inhibition, % at 11.9 µM; AID 435030; 330,000 compounds, 0.29% hits; E. coli expressing H. pylori AddAB, absorbance growth; in the data active = inhibition above about 12%;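 note: 0% = vehicle wells of infected cells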
# DSG3 Ab inh: inhibitors of pemphigus antibody binding to human desmoglein-3; P32926; DSG3-coupled beads, scFv-anti-DSG3-GFP binding, flow cytometry; active compounds read low; binding (percent of control), % at 10 µM; 310,000 compounds, 0.48% hits;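 active = binding more than 3 SD below its plate's average and above zero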;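 note: hits lower antibody fragment binding to DSG3; some compounds called inactive have numbers as strong as hits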
# phage Ecoli inh: E. coli growth loss with phage present | growth absorbance | 360,000 compounds, 0.26% hits | inhibition, % at 11.9 µM; in the data active = inhibition above about 11%
# Arrestin-AP2 inh: blocks beta-arrestin peptide binding to AP2 adaptin. FITC-arrestin peptide / GST-AP2 beads, flow cytometry; AP2 beta2 appendage carries R879A mutation. inhibition, % at 10 µM. 340,000 compounds, 0.31% hits;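 active = inhibition above a set limit, near 3 SD of compounds lacking own fluorescence, cut at about 54% in these data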;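 note: plate controls were DMSO wells for no effect and 5 µM unlabelled arrestin peptide for full effect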
#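 Material – GST-tagged AP2 beta2-adaptin appendage (R879A) on 4 µm glutathione beads · Probe or stimulus – fluorescein-tagged arrestin peptide at 50 nM final · Timing – 12 min plus 1 h, RT · Detection – bead flow cytometry, FITC channel · Read-out basis – inhibition as reduced fluorescein signal on beads, percent · Medium – PBS plus Tween 20 (0.05%) and BSA (0.1%)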
# PKA-R1A activ: activates the PKA-R1A holoenzyme complex. 340,000 compounds, 0.083% hits. P00514+P68181. activation, % at 11.4 µM. PKA-R1A dissociation, Cy5-IP20 fluorescence polarization; scaled: DMSO 0%, 113 µM cGMP 100%;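 active = percent activation above the mean of all tested compounds plus 3 SD, cut at about 19% in these data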;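 note: higher means more PKAc released from R1A so a rise in polarization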
# Tat transport: blocks Tat-dependent protein export in E. coli; E. coli MC4100 TorA-mCherry Tat export, fluorescence; inhibition, % at 10 µM; 340,000 compounds, 0.036% hits;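 active = mean replicate inhibition at least 50% and at least half of replicates individually reaching 50%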;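 note: exported cargo escapes ClpAP degradation while cytoplasmic cargo is degraded and loses fluorescence; 0% = median of neutral control wells and 100% = median of NaSCN control wells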
# The depositor's hits bear a star; i = inactive; nt = no result given.
SMILES,OPRM1-OPRD1 inv,Mot1-301 SUMO,PfHsp90 yeast 2,MOR-DOR ag,E coli growth,AddAB inh,DSG3 Ab inh,phage Ecoli inh,Arrestin-AP2 inh,PKA-R1A activ,Tat transport
CC(C)(C)C(=O)COC(=O)C1=NN(c2ccccc2)C(=O)CC1,7,-5,11,-1.5,-1.1,0.9,102,3.1,22,16,7
CC1=C(C(=O)OC(C)C)C(c2cccnc2)C2=C(CC(C)(C)CC2=O)N1 (centres undefined),11,495,6,-2.0,-0.7,-0.2,97,0.8,4,0,-3
C[C@@H](C(=O)Nc1ccc2c(c1)OCO2)n1c(=O)[nH]c2ccccc2c1=O,-3,12,-3,0.6,-1.2,0.3,98,2.1,4,-7,22
O=c1c2ccccc2cnn1Cc1ccc(Br)cc1F,1,-22,11,-0.1,2.0,2.5,nt,2.2,-5,-4,10
C/C(CC(=O)Nc1c(C)cc(C)cc1C)=N\NC(=O)c1cnccn1,-5,24,19,0.9,2.4,4.8,103,0.9,50,-3,-1
CCOC(=O)C1=C(C)NC(=O)NC1c1ccc(OC(C)C(=O)O)c(OC)c1 (centres undefined),7,-6,13,-1.3,0.2,-0.2,95,2.0,13,9,14
CC1(C)Cc2c(sc(NC(=O)C(=O)N3CCCC3)c2C(=O)O)CO1,16,20,4,-3.0,-1.2,3.0,99,-0.4,4,-9,4
CC1CCCN(S(=O)(=O)Cc2ccc(Cl)cc2)C1 (centres undefined),7,48,23,-1.2,0.7,0.8,103,3.4,-1,11,13
O=C(c1ccc(Cl)c(S(=O)(=O)N2CCOCC2)c1)N(Cc1ccco1)Cc1cccs1,6,nt,-1,-0.9,nt,nt,93,4.1,2,-4,7
NC(N)=N/N=C/c1ccccc1Cl,3,-4,9,-0.6,13*,i,101,i,18,i,-3
COc1ccccc1N1CCN(C(=O)c2cc(C(C)(C)C)oc2C)CC1,5,-17,-8,-1.0,2.1,0.3,nt,1.2,8,-14,1
CC(=O)C1=NN(c2ccc(Cl)cc2)C(c2ccc3c(c2)OCO3)N(C(C)=O)N1C (centres undefined),1,47,-9,-0.2,1.7,3.3,108,2.2,16,-5,5
C#CCn1cc(C=C2C(=O)c3ccccc3C2=O)c2ccccc21,-38,nt,-29,6.0,nt,nt,132,2.4,24,-6,3
COc1ccc(NC(=O)c2cc3ccc4c5ccccc5[nH]c4c3cc2O)cc1,-35,23,-6,6.9,0.8,0.3,92,-0.9,19,-2,-6
CCc1ccc(OS(=O)(=O)c2cn(C)c(=O)n(C)c2=O)cc1,10,-7,-11,-2.1,-3.5,-0.2,nt,-1.1,-6,0,1
Cc1ccc(-c2nnc(COC(=O)c3cccs3)o2)cc1,0,1,18,-0.1,1.0,1.1,101,2.0,-10,0,-1
Cc1sc(NC(=O)CN2CCOCC2)c(C(=O)c2ccccc2)c1C,-4,-11,24,0.8,-0.2,-1.9,nt,3.2,4,0,8
Cc1ccnc(-n2sc3ccccc3c2=O)n1,-2,-50,7,0.4,1.4,2.5,72,1.4,3,-4,-21
N#CC1(P(=O)(c2ccccc2)c2ccccc2)CC1,22,-2,-3,-5.3,1.4,3.2,94,3.4,2,5,-2
CCOC(=O)C1CCCN(C2CC(=O)N(c3ccc(C)c(C)c3)C2=O)C1 (centres undefined),14,9,1,-2.5,1.2,-0.2,95,2.8,-15,-9,-2
Cc1c(C(=O)NCc2ccccc2CN2CCCC2)oc2ccc(F)cc12,10,5,2,-2.4,1.2,1.5,79,3.2,-5,-12,-3
CCN1CC(CN(C)Cc2nc(Cc3ccccc3)no2)CC1=O (centres undefined),9,22,20,-1.9,-0.3,-0.8,nt,0.5,-3,7,-16
Cc1nn(-c2ccccc2)c2c1C1(C(=O)Nc3ccccc31)N1C(=N2)Sc2ccccc21 (centres undefined),-2,7,8,0.5,-0.3,1.8,103,nt,-4,-7,13
CC(=O)c1ccc(N2Cc3ccccc3C3(CCOCC3)C2=N)cc1,10,452,-11,-1.8,-0.3,0.3,101,2.7,6,0,26
CCN(CC)C(=O)Cn1cc(S(=O)(=O)CC(=O)Nc2ccccc2F)c2ccccc21,1,4,-34,-0.2,0.8,1.7,nt,0.4,-13,2,-7

# A different layout for some results above.
SMILES | OPRM1-OPRD1 inv | Mot1-301 SUMO | PfHsp90 yeast 2 | MOR-DOR ag | E coli growth | AddAB inh | DSG3 Ab inh | phage Ecoli inh | Arrestin-AP2 inh | PKA-R1A activ | Tat transport
NC(N)=N/N=C/c1ccccc1Cl | 3 | -4 | 9 | -0.6 | 13* | i | 101 | i | 18 | i | -3
COc1ccccc1N1CCN(C(=O)c2cc(C(C)(C)C)oc2C)CC1 | 5 | -17 | -8 | -1.0 | 2.1 | 0.3 | nt | 1.2 | 8 | -14 | 1
CCN(CC)C(=O)Cn1cc(S(=O)(=O)CC(=O)Nc2ccccc2F)c2ccccc21 | 1 | 4 | -34 | -0.2 | 0.8 | 1.7 | nt | 0.4 | -13 | 2 | -7
CC(=O)C1=NN(c2ccc(Cl)cc2)C(c2ccc3c(c2)OCO3)N(C(C)=O)N1C (centres undefined) | 1 | 47 | -9 | -0.2 | 1.7 | 3.3 | 108 | 2.2 | 16 | -5 | 5
CCc1ccc(OS(=O)(=O)c2cn(C)c(=O)n(C)c2=O)cc1 | 10 | -7 | -11 | -2.1 | -3.5 | -0.2 | nt | -1.1 | -6 | 0 | 1

# (more compounds)
SMILES,OPRM1-OPRD1 inv,Mot1-301 SUMO,PfHsp90 yeast 2,MOR-DOR ag,E coli growth,AddAB inh,DSG3 Ab inh,phage Ecoli inh,Arrestin-AP2 inh,PKA-R1A activ,Tat transport
Cc1ccc(S(=O)(=O)N2CCN(c3ccccc3)CC2)cc1C,7,12,-3,-1.3,3.4,0.4,125,1.5,10,-4,18
CNC(=O)/C(=C\C=C\c1ccccc1)NC(=O)c1ccc([N+](=O)[O-])cc1,-10,7,2,1.9,0.7,1.6,101,1.5,14,-7,-10
Cc1onc(-c2c(F)cccc2Cl)c1C(=O)NCc1ccco1,3,-4,17,-0.6,0.1,3.5,100,0.9,-9,3,-5
COc1ccc(S(=O)(=O)Nc2ccc(S(=O)(=O)N3CCCCC3)cc2)cc1,3,5,-25,-0.5,-0.5,0.2,nt,2.9,12,1,1
Cc1ccc2c(c1)c(N=Nc1ccc([N+](=O)[O-])cc1)c(O)n2C,7,4,25,-1.6,-2.1,0.2,113,1.9,-3,-10,17
COc1ccc([C@H]2CC(=O)C=C(c3ccc4c(c3)sc3ccccc34)C2)cc1,5,-7,-4,-0.9,-0.4,1.7,104,1.9,1,7,4
CC(C)(C)C(=O)NC1=NCCS1,11,-3,-18,-1.9,-1.0,2.8,110,2.4,-6,-7,6
Cc1ccc(-n2c(C(C)C)nc3oc4ccccc4c(=O)c3c2=O)cc1,13,-16,1,-2.4,0.3,6.4,120,3.9,4,-2,8
COc1ccc(-n2c(C)cc(SC)c(C(C)=O)c2=S)cc1,16,36,nt,-3.3,-0.5,-0.3,105,2.8,34,-2,-2
O=C(O)CCCN1C(=O)c2cccc3cccc(c23)C1=O,7,-6,-9,-1.5,0.4,1.0,103,3.1,6,-2,-4
O=C1NC(=Nc2ccccc2)c2c1cccc2[N+](=O)[O-],15,-9,12,-3.3,1.0,2.4,101,5.1,4,1,-4
O=C(CCCOc1ccc(Cl)cc1Cl)N/N=C\C1CCCCC1,-27,1,2,4.9,1.2,0.3,101,1.1,9,2,-5
COc1ccccc1/C=N/NC(=O)CC(=O)NCCc1ccccc1,nt,13,nt,nt,-1.8,-0.5,105,-1.8,-20,nt,nt
COc1ccc(Br)cc1CNC(=O)CCN1C(=O)COc2ccccc21,10,-2,-12,-1.8,-1.3,0.7,98,0.6,6,-8,-8
CS(=O)(=O)N1CCCC(C(=O)N2CCc3ccccc3C2)C1 (centres undefined),-3,0,-2,0.5,-0.7,1.5,104,0.1,6,-7,-1
Cc1ccc(N(Cc2ccccc2)C(=O)c2ccc(F)c(S(=O)(=O)N3CCOCC3)c2)cc1,-6,-2,13,1.0,2.0,1.2,121,3.8,0,1,2
C=CCNc1nc2ccccc2nc1NS(=O)(=O)c1ccc(Br)cc1,0,8,-21,0.1,1.0,-0.8,102,2.5,0,7,-2
COc1cccc(NC(=O)N2C3CCCC2CC(NC(=O)C2CC2)C3)c1 (centres undefined),10,-1,-27,-1.5,2.8,2.5,94,2.7,10,-15,-1
COc1ccc(S(=O)(=O)NC2CC3CCC2C3)cc1 (centres undefined),15,-5,-19,-3.0,0.3,-0.9,115,1.9,31,4,2
CSc1cccc(-n2c(C)cc(C(N)=O)c2C)c1,10,0,-13,-1.7,2.3,-2.4,94,1.3,4,3,28
COc1ccc(-c2csc(N3N=C(C)C(C)C3=O)n2)cc1 (centres undefined),8,22,-3,-1.6,-1.1,-3.6,98,2.3,31,8,2
N#CC(c1ccc(F)cc1)c1ccc(C(=O)c2ccc(F)cc2)cc1 (centres undefined),-10,-14,-13,1.8,2.5,1.7,110,0.9,-162,-8,4
CC(C)=CCOc1c2ccoc2c(OCC=C(C)C)c2oc(=O)ccc12,-52,nt,-28,10,-1.3,0.8,103,1.4,2,4,-3
O=C(NCc1ccco1)C1CC(c2ccccc2O)=NO1 (centres undefined),11,11,14,-2.2,-2.8,0.7,80,4.5,-21,6,3
CC(=O)Nc1ccc(NC(=O)C(C)OC(=O)c2ccccc2Sc2ccccc2C#N)cc1 (centres undefined),9,67,-36,-1.6,-1.2,0.2,105,2.0,-10,-15,8
O=C(Cc1cccc(NC(=O)C2CCN(C(=O)C3CCCC3)CC2)c1)Nc1cccc(C(=O)N2CCOCC2)c1,6,nt,-4,-1.3,nt,nt,93,-2.0,17,4,-10
O=[N+]([O-])c1ccc(-c2c[nH]c(=S)[nH]2)cc1,-14,-9,11,2.6,-0.1,1.7,79,1.5,-8,-9,-3
CNC(=S)NNC(=O)c1cccn(Cc2ccc(Cl)c(Cl)c2)c1=O,2,-20,nt,-0.3,0.0,2.1,99,0.9,-19,3,-7
O=C(NC(NC(=O)c1ccccc1)C(=O)c1ccccc1)c1ccccc1,16,-2,2,-3.0,-1.5,-1.5,110,0.6,-6,1,-8

# Looked up above:
# C=CCNc1nc2ccccc2nc1NS(=O)(=O)c1ccc(Br)cc1 @ OPRM1-OPRD1 inv: 0
# Cc1ccc(-n2c(C(C)C)nc3oc4ccccc4c(=O)c3c2=O)cc1 @ phage Ecoli inh: 3.9
# O=C(NC(NC(=O)c1ccccc1)C(=O)c1ccccc1)c1ccccc1 @ Mot1-301 SUMO: -2
